Screening results as filed in PubChem BioAssay.
RTF Ca sens inh: cardiac RTF calcium desensitization; P19429+P45379; AID 493244; inhibition, % at 7.15 µM; IANBD-labeled cardiac RTF, Ca2+ fluorescence; actives 0.12% (n = 340,000);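 active means inhibition above the mean inhibition of all tested compounds plus 3 SD, cut at about 17% in these data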;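 further: assay run at fixed EC70 calcium of 1.6 mM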
Rtt109 Vps75: inhibitors of Candida albicans Rtt109/Vps75 histone acetyltransferase; Q5AAJ8; purified Rtt109/Vps75, ThioGlo CoA-SH fluorescence, 4 h; inhibition, % at 34.9 µM; actives 0.16% (n = 330,000); AID 540336;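 active means inhibition of at least 50% in every replicate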
Target sequence (Q5AAJ8 whole entry, looked up): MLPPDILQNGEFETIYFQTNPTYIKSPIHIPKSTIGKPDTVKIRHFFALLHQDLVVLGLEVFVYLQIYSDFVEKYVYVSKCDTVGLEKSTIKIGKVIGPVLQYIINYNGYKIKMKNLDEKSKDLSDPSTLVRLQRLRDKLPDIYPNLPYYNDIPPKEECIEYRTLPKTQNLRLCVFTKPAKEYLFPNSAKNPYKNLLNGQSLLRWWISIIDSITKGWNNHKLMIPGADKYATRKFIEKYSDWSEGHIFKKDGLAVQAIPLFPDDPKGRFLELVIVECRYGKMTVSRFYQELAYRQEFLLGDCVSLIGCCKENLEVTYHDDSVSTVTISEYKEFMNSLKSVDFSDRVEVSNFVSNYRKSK
NSD2 inh: inhibitors of human histone methyltransferase NSD2; inhibition, % at 12.5 µM; O96028; actives 0.54% (n = 310,000); NSD2 peptide methylation, AlphaScreen, 120 min; AID 743445; in the data active means inhibition above about 50%
CDK5 inh: blocks human CDK5/p35 kinase activity | actives 0.01% (n = 330,000) | AID 488839 | Q00535+Q15078 | inhibition, % at 10 µM | Recombinant CDK5/p35, ADP-Glo luminescence, 60 min;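 active means highest replicate inhibition of at least 50% and at least 75% of replicates reaching 50%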;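 further: plate controls were DMSO neutral control for no effect and GW8510 at 10 µM for full effect; many of its hits are not listed in these tables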
Mot1-301 SUMO: SUMOylation pathway inhibition by Mot1-301 growth rescue. actives 1% (n = 320,000). AID 2716. S. cerevisiae Mot1-301 growth rescue, ATP luminescence, 38.5C; percent above DMSO median, 100 means doubled. growth rescue, % at 18.8 µM;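 active means every valid replicate shows activation above 250% relative to neutral control wells; inactive means the rest, any valid replicate at or below 250%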;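 further: OY570 slx delta 5 strain wells were the positive control but not used for scaling; some compounds called inactive have numbers as strong as hits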
PvdQ inh: blocks Pseudomonas aeruginosa PvdQ acylase activity; inhibition, % at 10 µM; AID 488965; actives 0.063% (n = 340,000); purified PvdQ acylase, fluorescence plate reader; in the data active means inhibition above about 30%, passing the limit was not always enough;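 further: 0% = vehicle neutral wells and 100% = reference inhibitor wells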
dFosB act: mouse delta FosB homodimer activation. purified delta FosB, TAMRA-CDK5 oligo fluorescence polarization; percent of positive-control signal above neutral wells. activation, % at 25 µM. actives 0.99% (n = 340,000);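 active means mean activation above about 17%, with every replicate also reaching it, limit read from the data, passing the limit was not always enough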;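 further: fluorescence polarization rise as delta FosB binds a TAMRA Cdk5 AP-1 oligo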
Target sequence (P13346 whole entry, looked up): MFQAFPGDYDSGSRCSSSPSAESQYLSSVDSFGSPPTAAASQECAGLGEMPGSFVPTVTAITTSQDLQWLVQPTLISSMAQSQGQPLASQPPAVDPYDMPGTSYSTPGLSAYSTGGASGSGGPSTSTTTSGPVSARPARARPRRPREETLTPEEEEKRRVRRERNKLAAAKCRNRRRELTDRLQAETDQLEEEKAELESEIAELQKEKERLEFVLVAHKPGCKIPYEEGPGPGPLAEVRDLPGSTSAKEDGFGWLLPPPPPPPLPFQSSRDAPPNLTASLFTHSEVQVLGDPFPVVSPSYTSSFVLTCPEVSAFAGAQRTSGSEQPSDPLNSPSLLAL
Keap1 Nrf2 FP: Keap1-Nrf2 (human) interaction inhibition; Q14145; Keap1 Kelch-Nrf2 peptide fluorescence polarization, 1536-well; inhibition, % at 9.4 µM; actives 0.15% (n = 340,000); AID 504523; in the data active means inhibition above about 12%;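 further: human Keap1 Kelch domain with fluorescein labeled Nrf2 9mer peptide probe; 0% = neutral control wells and 100% = peptide positive control; higher means more block of Keap1 binding to Nrf2 peptide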
RTF Ca sens act: increases calcium sensitivity of human cardiac regulated thin filaments | P19429+P45379 | IANBD-labeled TnC RTF fluorescence at EC20 calcium; 0% EC20 calcium, 100% full calcium | activation, % at 7.2 µM | actives 0.24% (n = 340,000);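 active means activation above the mean over all tested compounds plus 3 SD, cut at about 30% in these data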;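 further: rise in fluorescence read as greater calcium sensitivity of cardiac thin filaments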
LANA DNA inh: KSHV C-LANA DNA binding inhibition. inhibition, % at 9 µM. actives 0.078% (n = 340,000). MBP-C-LANA/FAM-LBS DNA binding, fluorescence polarization. AID 504423;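 active means highest replicate inhibition at or above 60% at 9 µM, even if other replicates fall short; inactive means all replicates below 60% inhibition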;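 further: 0% = neutral control wells and 100% = 4 µM acridine orange control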
PfHsp90 set2: inhibits growth of yeast expressing Plasmodium falciparum Hsp90 | S. cerevisiae expressing PfHsp90, BacTiter-Glo ATP, 48 h; yeast lacking PDR1 and PDR3 efflux regulators | inhibition, % at 9.4 µM | actives 0.32% (n = 310,000) | AID 504621;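 active means every replicate shows inhibition above about 80%, whatever the replicate mean, limit read from the data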;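 further: 0% = DMSO neutral controls and 100% = 20 µM radicicol positive controls; yeast relying on Plasmodium falciparum Hsp90 in place of its own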
The depositor's hits bear a star; · = no result given.

SMILES	RTF Ca sens inh	Rtt109 Vps75	NSD2 inh	CDK5 inh	Mot1-301 SUMO	PvdQ inh	dFosB act	Keap1 Nrf2 FP	RTF Ca sens act	LANA DNA inh	PfHsp90 set2
COCC(=O)Nc1nnc(-c2cccs2)s1	-6	-8	-1	1.5	201	12	-9	2	1	-0.1	5
CCOC(=O)N1CCN(Cc2nc(N)nc(Nc3ccc(OCC)cc3)n2)CC1	-4	12	3	-0.2	25	5	0	2	2	0.7	13
CC(C)CN(C(=O)CSc1nncn1C)C1CCS(=O)(=O)C1 (centres undefined)	-9	4	-1	0.0	114	6	-4	2	3	-1.8	-12
COc1ccc(-c2nnc(S/C(=C/c3ccc(Cl)cc3)C(=O)O)o2)cc1	-1	11	·	-0.1	679*	-12	9	0	3	1.2	-16
Fc1ccc(NCc2cn3ccccc3n2)cc1	-14	-4	·	-0.7	-18	4	2	0	8	2.8	-9
O=C1OC(c2ccc(F)cc2)=N/C1=C\c1ccc(Br)o1	4	9	12	-4.2	8	1	-5	6	-5	0.2	14
O=C(COc1ccc2oc3c(c2c1)CCCC3)Nc1ccccn1	1	-2	-2	-1.2	-5	6	-1	-4	-1	2.5	3
CCOC(=O)C1(Cc2ccccc2C(F)(F)F)CCN(C2CCC2)CC1	-2	2	0	-6.2	-9	-7	-8	-1	6	-0.6	0
COC(=O)[C@]1(Cc2ccccc2)N[C@H](CN(C)C(=O)Nc2ccccc2)[C@@H]2C(=O)N(Cc3ccccc3)C(=O)[C@@H]21	-14	-4	·	1.2	·	-8	-19	-3	5	-1.7	-10
O=[N+]([O-])c1ccc(N(CCO)Cc2ccccc2)c([N+](=O)[O-])c1	-1	-4	6	-1.5	-11	-11	-4	-1	-2	-1.5	-2

2 records drawn at random from the list so far:
SMILES	RTF Ca sens inh	Rtt109 Vps75	NSD2 inh	CDK5 inh	Mot1-301 SUMO	PvdQ inh	dFosB act	Keap1 Nrf2 FP	RTF Ca sens act	LANA DNA inh	PfHsp90 set2
O=[N+]([O-])c1ccc(N(CCO)Cc2ccccc2)c([N+](=O)[O-])c1	-1	-4	6	-1.5	-11	-11	-4	-1	-2	-1.5	-2
O=C1OC(c2ccc(F)cc2)=N/C1=C\c1ccc(Br)o1	4	9	12	-4.2	8	1	-5	6	-5	0.2	14

Continued:
SMILES	RTF Ca sens inh	Rtt109 Vps75	NSD2 inh	CDK5 inh	Mot1-301 SUMO	PvdQ inh	dFosB act	Keap1 Nrf2 FP	RTF Ca sens act	LANA DNA inh	PfHsp90 set2
Cc1cc(OCC(=O)Nc2ccc(CCO)cc2)c2c(C)c(C)c(=O)oc2c1	-3	-2	5	·	-9	-13	-22	-4	-3	-1.3	19
CC(OC(=O)C1CC(=O)N(Cc2ccccc2)C1)C(=O)Nc1ccccc1[N+](=O)[O-] (centres undefined)	-10	7	0	0.3	1	-19	-6	1	5	1.8	-49
Clc1ccccc1CN1CCN(/N=C/C=C/c2ccco2)CC1	1	-2	7	0.5	89	-1	2	-6	1	3.2	22
COc1ccc(NC(=O)c2ccccc2-c2ccccc2C(=O)O)cc1	1	0	-3	0.4	10	-13	5	-8	-2	4.8	13
N#Cc1ccccc1Cn1c(=O)n(Cc2ccc(C(=O)NCc3ccco3)cc2)c(=O)c2ccccc21	-8	-2	2	-0.7	-5	-6	11	-4	0	-0.4	8
CCOC(=O)c1nc(C)nc(Sc2n[nH]c(-c3ccc(C(C)(C)C)cc3)n2)c1C	-3	5	-2	1.7	8	-1	-7	-5	9	-0.3	-3
O=C(O)c1ccc(S(=O)(=O)N2CCSCC2)cc1	7	4	-1	0.8	-15	-1	6	-3	-3	1.2	11
c1ccc(-n2nnnc2Cc2nnnn2-c2ccccc2)cc1	3	-3	0	0.0	262	5	3	0	-1	-1.7	-1
CCc1cccc(N(C(=O)c2csnn2)C(C(=O)NC2CCCCC2)c2ccncc2)c1 (centres undefined)	-2	0	0	-8.9	169	-10	-11	-6	-1	-0.1	-28
Nc1nc(Nc2cccc(C(F)(F)F)c2)nc(C(F)(F)F)n1	2	-3	-1	0.0	7	-3	-4	4	-9	1.7	45

Entries of single compounds, quoted from the list. Order of screens: RTF Ca sens inh, Rtt109 Vps75, NSD2 inh, CDK5 inh, Mot1-301 SUMO, PvdQ inh, dFosB act, Keap1 Nrf2 FP, RTF Ca sens act, LANA DNA inh, PfHsp90 set2
CC(OC(=O)C1CC(=O)N(Cc2ccccc2)C1)C(=O)Nc1ccccc1[N+](=O)[O-] (centres undefined) is entered as -10, 7, 0, 0.3, 1, -19, -6, 1, 5, 1.8, -49
O=C1OC(c2ccc(F)cc2)=N/C1=C\c1ccc(Br)o1 is entered as 4, 9, 12, -4.2, 8, 1, -5, 6, -5, 0.2, 14
COc1ccc(-c2nnc(S/C(=C/c3ccc(Cl)cc3)C(=O)O)o2)cc1 is entered as -1, 11, ·, -0.1, 679*, -12, 9, 0, 3, 1.2, -16
Fc1ccc(NCc2cn3ccccc3n2)cc1 is entered as -14, -4, ·, -0.7, -18, 4, 2, 0, 8, 2.8, -9
N#Cc1ccccc1Cn1c(=O)n(Cc2ccc(C(=O)NCc3ccco3)cc2)c(=O)c2ccccc21 is entered as -8, -2, 2, -0.7, -5, -6, 11, -4, 0, -0.4, 8

Continued.
SMILES	RTF Ca sens inh	Rtt109 Vps75	NSD2 inh	CDK5 inh	Mot1-301 SUMO	PvdQ inh	dFosB act	Keap1 Nrf2 FP	RTF Ca sens act	LANA DNA inh	PfHsp90 set2
COc1ccc(NC(=O)CSc2nnc(C3CC3)n2-c2ccccc2)cc1	-8	8	0	-0.7	-16	8	-4	9	-8	6.8	-1
Cc1ccc(C(=O)Nc2nnc(CC(=O)N/N=C/c3ccncc3)s2)cc1	-6	-4	5	-3.0	6	-5	-15	-7	4	0.5	-26
CC1c2ccccc2N(NC(=O)Cc2ccccc2)C1C (centres undefined)	-4	-3	1	0.8	5	-5	0	-2	-9	-0.9	5
COc1ccc(NC(=O)N(C2CCCCC2)C(C)c2ccco2)c(OC)c1 (centres undefined)	-1	11	6	-5.2	101	-3	-11	4	6	-0.3	-3
COc1cccc(Nc2nc(-c3cccs3)nc3ccccc23)c1	7	·	9	-0.3	-10	-2	4	-8	-4	-0.7	-16
CCOC(=O)N1CCN(C(c2ccc(Cl)cc2)c2sc3nc(C)nn3c2O)CC1 (centres undefined)	1	5	·	1.1	-21	6	-11	-5	1	0.0	5
Cc1cccc(C)c1NC(=O)CN1CCN(C(=O)C2CCC2)CC1	-32	-9	-6	0.4	·	5	-4	1	-2	1.0	·
CCNc1nc(NCC)nc(SCCOC(=O)COc2ccc(Cl)cc2Cl)n1	-1	1	2	0.2	-8	1	-9	4	1	-0.9	-3
O=C(CN1CCN(C(=O)c2ccccc2Cl)CC1)Nc1cccc(S(=O)(=O)N2CCCC2)c1	-17	14	-1	1.1	·	-19	-7	-1	3	0.4	·
CC1=NN(C(=O)c2ccc(Cn3nc(C)cc3C)o2)C(O)(C(F)(F)F)C1 (centres undefined)	-9	2	-3	1.1	-5	-9	-4	2	-3	1.0	-13
CC(=O)N/N=C(\C)CC(=O)Nc1cccc2c1CCCC2	5	-13	-2	-1.2	-10	-11	-8	0	-4	2.8	-46
Cc1ccccc1OCC(=O)OC(C)C(=O)NC1CCCC1 (centres undefined)	-3	0	-1	-0.3	3	-13	7	3	-1	-0.7	22
CCN(CC)c1nc2c(s1)C(=O)CC(C)(C)C2	-11	-1	3	-1.0	7	-3	-8	0	1	-0.4	13
O=C(NC1CCCCC1)c1cc(S(=O)(=O)N2CCN(c3ccccc3)CC2)ccc1Cl	-8	-9	-1	2.0	·	-11	3	-11	-1	0.4	27
COc1c2c(cc3c1C(CC(O)Cc1ccccc1)N(C)CC3)OCO2 (centres undefined)	-8	3	6	-0.2	-13	2	3	-7	-2	-1.6	9
Cc1ccc(-n2ncc3c(Nc4c(C)n(C)n(-c5ccccc5)c4=O)ncnc32)c(C)c1	-3	-8	-1	0.9	156	11	4	-1	5	0.6	12
Cc1ccc(S(=O)(=O)N2CCC(=O)N(CCOCc3cccc(Cl)c3)CC2)cc1	3	-7	·	0.5	-1	7	-3	-1	-4	-0.9	19
Cc1cccc(NC(=O)Cc2c(F)cccc2Cl)n1	-2	0	27	-1.4	-7	0	4	1	-7	-0.9	-21
O=C(C[C@@H]1C/C=C\C[C@@H](Cc2ccc(F)cc2)C(=O)OCCNC1=O)N[C@H](CO)Cc1ccccc1	-4	3	·	0.3	-4	-4	-1	-8	7	-0.3	14
CN1CCN(C(=S)c2ccc(-c3cccc(Cl)c3Cl)o2)CC1	-10	5	13	-0.6	60	-20	-5	-9	-10	-1.5	32
CN1CCN(NC(=O)CN2C(=O)/C(=C/c3c(Cl)cccc3Cl)SC2=S)CC1	-2	-1	-4	0.7	2	-8	3	0	5	-1.1	-5
N/C(=N\OC(=O)c1cc(Cl)ccc1Cl)c1ccncc1	-8	·	-2	0.3	19	-12	0	-8	-1	0.0	-8
COc1cccc(OC)c1C(=O)NCCOc1cc(C)cc(C)c1	4	-4	0	0.2	-15	-21	0	-2	0	-8.0	15
CC(C)C(=O)N1CCN(c2ccccc2NC(=S)NC(=O)/C=C/c2ccco2)CC1	-4	-2	1	-3.0	-4	-3	-5	2	4	0.8	-2
Cc1c(C(=O)O)c2cc(O)ccc2n1-c1ccccc1	-2	11	-4	1.5	-8	-13	0	0	-3	-0.1	-18
COCCCn1c(=N)c(C(=O)NCc2ccc3c(c2)OCO3)cc2c(=O)n3ccccc3nc21	-6	-10	0	-0.8	-4	-8	0	0	1	-1.7	·
NC(=O)[C@@H]1CCCCNc2c(F)cc([N+](=O)[O-])cc2C(=O)N[C@@H](CC(=O)O)C(=O)NCC(=O)N1	-3	18	·	0.3	10	1	-5	-4	0	2.2	-4
CCN(CC)C(=O)C1=C(C)NC(=S)NC1c1cn(-c2ccccc2)nc1-c1ccc(Cl)cc1 (centres undefined)	-4	-7	-5	-0.3	-6	-2	6	-2	0	-0.5	-22
